SMARCA2 activ: SMARCA2 (BRM) function activators, primary screen, cell-based, luminescence, high throughput; activation, % at 9.1 µM; 370,000 tested, 1% active; MG213 cells, MMTV-luciferase reporter, dexamethasone, overnight; in the data active means activation above about 7.8%;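 further: 0% = vehicle wells and 100% = reference activator wells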
NPR2 activator: human GC-B receptor activators, primary screen, HEK293 GC-B cells, cGMP TR-FRET, EC30 CNP. Atrial natriuretic peptide receptor 2 (Homo sapiens), P20594. 370,000 tested, 0.11% active. activation, % at 10 µM. AID 1920062, 2024. 0% at EC30 CNP, 100% saturating CNP;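 active means activation at 10 µM reaching about 35% in either raw or pattern-adjusted values, limit read from the data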
DAX1 inh-1: DAX1 (NR0B1) inhibitors on StAR promoter, primary screen, cell-based, luminescence, SF-1 (NR5A1), full-length DAX-1; 370,000 tested, 1.1% active; inhibition, % at 6.8 µM; AID 652010, 2013; HEK293T StAR-luciferase reporter, SF-1/DAX-1 repression relief;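 active means inhibition above the mean over all tested compounds plus 3 SD, cut at about 3.6% in these data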;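 further: 0% = DAX-1 cells with DMSO and 100% = cells lacking DAX-1 with DMSO; higher inhibition means more luminescence from relief of DAX-1 repression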
ssDAF-12 act: S. stercoralis DAF-12 nuclear receptor activators, primary screen, cell-based, luminescence, HEK293, GRIP1 co-expression, lit1-tk-luc; activation, % at 6.8 µM; HEK293 ssDAF-12/GRIP1 lit1-tk-luc reporter; % of 3 µM dafachronic acid response; Nuclear hormone receptor DAF-12 (Strongyloides stercoralis); AID 652126, 2013; 370,000 tested, 1% active;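 active means activation above the mean over all tested compounds plus 3 SD, cut at about 0.9% in these data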;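 further: 0% = DMSO-only wells and 100% = 3 µM delta7-dafachronic acid wells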
NPR1 activator: GC-A stimulated cGMP production enhancers – HEK293 GC-A cells, cGMP TR-FRET, EC30 ANP, primary screen. 0% at EC30 ANP, 100% saturating ANP. activation, % at 10 µM. 370,000 tested, 0.14% active. AID 1671463, 2021; in the data active means activation above about 40%
Target sequence (P16066 whole entry, looked up): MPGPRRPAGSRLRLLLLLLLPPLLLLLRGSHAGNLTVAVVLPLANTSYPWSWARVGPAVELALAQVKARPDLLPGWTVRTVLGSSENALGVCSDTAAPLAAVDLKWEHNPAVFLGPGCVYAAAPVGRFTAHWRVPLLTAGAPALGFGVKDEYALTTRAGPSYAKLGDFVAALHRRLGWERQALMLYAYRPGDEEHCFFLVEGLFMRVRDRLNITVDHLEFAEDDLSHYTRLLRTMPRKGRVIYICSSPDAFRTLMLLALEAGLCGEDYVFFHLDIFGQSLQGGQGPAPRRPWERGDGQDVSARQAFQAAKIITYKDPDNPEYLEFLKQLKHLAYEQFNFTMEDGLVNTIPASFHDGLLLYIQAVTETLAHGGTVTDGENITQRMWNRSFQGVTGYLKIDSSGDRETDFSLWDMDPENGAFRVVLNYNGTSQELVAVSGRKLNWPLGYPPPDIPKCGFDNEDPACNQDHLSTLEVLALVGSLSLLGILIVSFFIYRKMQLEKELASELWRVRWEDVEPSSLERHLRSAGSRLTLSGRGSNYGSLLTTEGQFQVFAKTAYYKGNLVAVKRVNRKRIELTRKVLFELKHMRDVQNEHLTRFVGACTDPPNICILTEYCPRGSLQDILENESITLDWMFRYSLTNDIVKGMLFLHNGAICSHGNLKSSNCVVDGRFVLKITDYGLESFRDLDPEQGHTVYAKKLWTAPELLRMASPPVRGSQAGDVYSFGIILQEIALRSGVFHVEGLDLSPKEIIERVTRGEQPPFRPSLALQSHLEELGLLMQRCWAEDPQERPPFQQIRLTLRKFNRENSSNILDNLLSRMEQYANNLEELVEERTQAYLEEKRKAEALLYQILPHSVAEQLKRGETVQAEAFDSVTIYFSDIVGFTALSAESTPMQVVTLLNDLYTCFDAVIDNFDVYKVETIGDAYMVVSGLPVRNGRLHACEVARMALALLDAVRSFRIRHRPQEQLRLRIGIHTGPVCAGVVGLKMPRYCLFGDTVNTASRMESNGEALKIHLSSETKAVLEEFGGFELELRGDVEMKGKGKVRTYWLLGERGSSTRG
hcDAF12 agonist: H. contortus DAF-12 nuclear receptor activators, primary screen, cell-based, luminescence, HEK293, lit1-tk-luc reporter | HEK293 hcDAF-12 lit1-tk-luc reporter; 0% DMSO, 100% Δ7-dafachronic acid | activation, % at 6.8 µM | 370,000 tested, 1.4% active | AID 652067, 2013;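 active means activation above the mean of all tested compounds plus 3 SD, cut at about 5.5% in these data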;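 further: 100% = response to 3 µM Δ7-dafachronic acid high control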
KLK7 zymogen act: proKLK7 zymogen activators, primary screen, biochemical, fluorescence intensity | Kallikrein-7 (Homo sapiens), P49862 | purified proKLK7, EDANS-DABCYL substrate fluorescence; 100% is mature enzyme control, 0% vehicle | activation, % at 7 µM | 370,000 tested, 0.9% active;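 active means activation above the mean of all tested compounds plus 3 SD, computed per campaign excluding outliers beyond control limits, cut at about 13% in these data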
FXN GAA850 act: FXN promoter activators, primary screen, cell-based, luciferase luminescence, HEK293 lucGAA850. AID 540364, 2011. 360,000 tested, 0.56% active. activation, % at 6 µM. HEK293 lucGAA850 FXN promoter luciferase reporter, 24 h; percent of 10 µM SAHA response;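 active means activation above the average of all compounds screened plus 3 SD, cutoff fixed separately per campaign, cut at about 7.5% in these data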;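 further: 0% = DMSO wells and 100% = 10 µM SAHA wells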
HGIII-sPLA2 inh: human group III sPLA2 inhibitors, primary screen, biochemical, QFRET, BODIPY PC-A2 liposome substrate | QFRET BODIPY PC-A2 liposome hydrolysis, fluorescence | inhibition, % at 12.2 µM | 370,000 tested, 0.56% active | AID 743126, 2013;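 active means inhibition above mean plus 3 SD of compounds lying within the high and low control bounds, cut at about 19% in these data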;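 further: 0% = median of test compound wells and 100% = no enzyme DMSO wells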
hgDAF-12 ag: H. glycines DAF-12 receptor agonists, primary screen, cell-based, luminescence, HEK293, GAL4 fusion, UAS-luciferase. 370,000 tested, 1.8% active. activation, % at 6.8 µM. HEK293 GAL4-hgDAF12 UAS-luciferase reporter, agonist luminescence; normalized to butyrate control. Nuclear hormone receptor DAF-12 (Heterodera glycines), GAL4 fusion;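 active means activation above a cutoff set at the mean of all screened compounds plus 3 SD, cut at about 10% in these data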;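 further: 0% = DMSO wells and 100% = sodium butyrate wells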
DAX1 inh-2: DAX1 (NR0B1) inhibitors, primary screen, cell-based, HEK293, Gal4-DAX1, luciferase luminescence; 340,000 tested, 0.99% active; HEK293 Gal4-DAX1 luciferase reporter; inhibition, % at 6.75 µM; AID 504766, 2011;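 active means inhibition above the mean over all tested compounds plus 3 SD, cut at about 4.2% in these data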;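 further: 0% = DAX1-transfected cells with DMSO and 100% = empty-vector control cells with DMSO; inhibition shows as a rise in luminescence from relieved DAX1 repression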
Active calls of the source: *; · = no result given.

SMILES	SMARCA2 activ	NPR2 activator	DAX1 inh-1	ssDAF-12 act	NPR1 activator	hcDAF12 agonist	KLK7 zymogen act	FXN GAA850 act	HGIII-sPLA2 inh	hgDAF-12 ag	DAX1 inh-2
Cc1cc(NN)nc(NS(=O)(=O)c2ccccc2)n1	-3	3	-0.3	-1.0	1	-3.1	-0.2	-4.0	-28	-1.9	·
CCOc1cc(CNCCc2c[nH]c3ccccc23)cc(Cl)c1OCC(N)=O	1	-20	-0.8	-1.8	-24	-0.1	-0.1	-9.3	-14	-1.5	-0.2
CCOC(=O)c1cc(C#N)c(NCc2ccccc2)nc1C	-1	-4	0.4	-1.8	6	-1.3	0.0	1.5	1	-0.2	-0.1
CCn1c2ccccc2c2cc(NC(=O)c3cccc(OC)c3OC)ccc21	5	-4	-1.0	-1.6	-6	-3.8	-1.4	6.7	1	-1.1	-1.2
Cc1ccc(S(=O)(=O)NCC(=O)OCC(=O)N2CC(C)OC(C)C2)cc1 (stereo unspecified)	0	3	1.3	-1.4	1	-2.3	0.1	-1.4	0	6.7	1.1
CCc1nc2ccc(C(=O)N(C)CC(=O)Nc3ccc(Cl)c(C(F)(F)F)c3)cc2nc1CC	0	6	-0.1	-1.8	2	-1.1	0.5	-2.3	-8	0.6	0.2
COc1ccccc1-c1ccc2c(c1)O[C@@H](CN(C)C(=O)Nc1cccc(F)c1)[C@H](C)CN([C@H](C)CO)S2(=O)=O	-1	-1	0.0	-1.2	1	-0.9	0.4	-7.2	-18	0.6	2.9
NC(=O)C1CCN(c2oc(-c3cccs3)nc2S(=O)(=O)c2ccc(Cl)cc2)CC1	-3	1	0.1	-1.3	0	-1.6	0.0	-1.0	11	1.4	0.9
CC1CCN(CC(O)COc2ccc(C(=O)c3ccccc3)cc2)CC1 (stereo unspecified)	3	4	-0.2	-1.4	4	-0.8	0.2	-1.0	-2	1.1	0.3
CC1(C)CC(=O)C(N=Nc2ccc(S(=O)(=O)N3CCOCC3)cc2)=C(O)C1	-5	-7	0.1	-0.4	-1	-1.9	0.5	-0.9	8	-2.1	0.5
O=C1c2ccccc2C(=O)N1Cc1nc2ccccc2o1	-1	-5	0.5	-1.2	0	-1.3	-0.4	1.8	8	-0.9	-0.5
O=[N+]([O-])c1cccnc1SCc1ccccc1	-3	-2	-0.2	-0.8	-4	2.0	0.1	2.7	10	0.0	1.3
COc1ccc(N2CCN(C(=S)Nc3cccc(C)c3C)CC2)cc1	-1	-1	0.4	-0.8	1	1.0	0.1	-1.7	1	1.4	0.1
Cc1ccc(NC(=S)N(Cc2cccs2)Cc2cc3cc(C)cc(C)c3[nH]c2=O)cc1	-1	1	-0.3	-0.5	-3	-3.0	0.4	0.5	1	-1.5	-0.9
CC(C)C[C@H](NC(=O)C1CCN(S(=O)(=O)c2ccccc2)CC1)C(=O)NCc1ccccn1	-3	1	0.2	-0.9	0	0.7	0.5	-0.4	-3	0.5	0.5

Another view of 2 compounds above.
Below each compound – SMARCA2 activ | NPR2 activator | DAX1 inh-1 | ssDAF-12 act | NPR1 activator | hcDAF12 agonist | KLK7 zymogen act | FXN GAA850 act | HGIII-sPLA2 inh | hgDAF-12 ag | DAX1 inh-2
- COc1ccc(N2CCN(C(=S)Nc3cccc(C)c3C)CC2)cc1
 : -1 | -1 | 0.4 | -0.8 | 1 | 1.0 | 0.1 | -1.7 | 1 | 1.4 | 0.1
- Cc1ccc(S(=O)(=O)NCC(=O)OCC(=O)N2CC(C)OC(C)C2)cc1 (stereo unspecified)
 : 0 | 3 | 1.3 | -1.4 | 1 | -2.3 | 0.1 | -1.4 | 0 | 6.7 | 1.1

Next compounds
SMILES	SMARCA2 activ	NPR2 activator	DAX1 inh-1	ssDAF-12 act	NPR1 activator	hcDAF12 agonist	KLK7 zymogen act	FXN GAA850 act	HGIII-sPLA2 inh	hgDAF-12 ag	DAX1 inh-2
COC(=O)[C@H]1C[C@H]1[C@@H](NC(=O)c1cccnc1)c1ccccc1	0	-5	-0.3	-1.0	2	-1.4	0.2	-0.3	-3	0.5	1.1
CC(C)NC(=S)Nc1c(N)[nH]c(=O)[nH]c1=O	-2	-1	0.1	-0.2	1	0.0	-0.5	2.1	-1	0.1	2.4
C=CCN=C1NC(c2cccc(Cl)c2)C(C(=O)OC)=C(C)N1Cc1cccc(C(F)(F)F)c1 (stereo unspecified)	-12	-11	-1.3	-1.0	-16	-0.1	0.1	·	-8	1.4	·
Cc1ccc(N2CCN(S(=O)(=O)c3ccc4c(c3)NC(=O)C(C)C(=O)N4)CC2C)cc1 (stereo unspecified)	-2	-4	-0.6	-1.0	-5	-1.3	0.5	-2.0	-4	-1.6	-0.1
CS(=O)(=O)c1ccc2nc(N)sc2c1	-3	1	-0.5	-1.4	-2	-1.3	0.0	1.0	1	1.1	-0.4
COc1cccc(NC(=O)Cc2ccc(C)cc2)c1	0	-2	0.5	0.0	-2	1.1	-0.4	-1.8	0	4.8	-0.2
CC1=C(C#N)C(/C=N/OCc2ccc(F)cc2Cl)CC(=O)N1 (stereo unspecified)	1	-2	-0.6	-0.8	8	0.3	6.3	-0.1	-19	-3.9	-0.2
COCn1ccnc1C(O)(c1ccc(OC)cc1)c1ccc(OC)cc1	-2	-4	0.2	-1.5	-2	4.0	-0.3	1.7	4	0.2	-0.8
CC1(C)Cc2nc3nc(SCC(=O)Nc4ccccc4)nc(N)c3cc2CO1	2	-4	-1.1	-2.0	4	-0.5	-1.1	0.9	-2	1.6	-2.9
COc1ccccc1-n1c(SCC(=O)Nc2ccccc2C)nc(O)cc1=O	0	4	-0.6	-0.5	5	-0.2	0.8	-0.1	-5	1.5	0.5
CCOc1ccc(S(=O)(=O)N2CCN(C(=O)c3cc([N+](=O)[O-])ccc3N3CCOCC3)CC2)cc1	3	-3	-0.1	-1.2	-1	-1.0	-0.2	1.4	0	3.0	1.4
CC(C)(C)OC(=O)C[C@H]1C/C=C\C[C@H](CC(=O)N[C@H](CO)Cc2ccccc2)C(=O)N[C@H](C(C)(C)C)COC1=O	-1	3	0.0	-1.1	0	-0.4	0.2	-0.6	-6	0.1	1.5
C=CCn1c(O)c2ccc(C(=O)N=NC(=O)COc3ccc(OC)cc3)cc2c1O	7	-1	0.8	-1.3	-4	-0.9	0.3	0.4	-8	0.7	0.8
Cc1cccc(Nc2cc(=O)n(C)c(=O)n2C)c1	-1	4	0.5	-1.2	3	-0.1	0.0	-0.3	5	1.5	0.8
CC1(NC(=O)C2CCN(C(=O)Nc3ccccc3)CC2)CCS(=O)(=O)C1 (stereo unspecified)	0	4	0.0	-1.3	3	0.7	-0.3	1.8	4	-1.9	1.6
N#Cc1c(-c2ccccc2)nc(SCC(=O)Nc2ccc(OC(F)(F)Cl)cc2)[nH]c1=O	2	-2	0.2	-0.9	-1	3.0	0.5	-0.8	-79	0.2	3.2
CCOCCCNC(=O)c1cc(Sc2nnc(C)s2)nc2ccccc12	-1	1	-0.2	-0.7	2	-0.8	0.7	0.7	-1	-3.8	0.9
Cc1ccc2nc(N3CCN(C(=O)c4ccco4)CC3)c3nncn3c2c1	3	4	0.0	-1.1	4	-3.4	-0.1	4.9	1	0.9	0.6
COc1ccc(N2CCN(c3oc(Cc4cccc5ccccc45)nc3C#N)CC2)cc1	-3	1	-0.3	-1.4	-6	-1.5	0.8	1.7	5	0.0	-0.5
CCOc1ccc(Nc2nc(Cc3nnc(SCC(=O)O)o3)cs2)cc1	5	7	0.3	-0.5	0	1.1	0.2	1.3	-14	-0.1	-0.5
Cc1ccc(N(CC(=O)N2CCN(Cc3ccccc3)CC2)S(C)(=O)=O)cc1C	-1	1	0.6	-0.3	-4	-1.5	0.6	1.3	-5	-2.9	-1.0
Cc1cc(C)nc(Sc2ccc([N+](=O)[O-])cc2[N+](=O)[O-])n1	-3	0	0.1	-1.6	3	1.7	0.3	3.3	20*	0.0	-0.2
COc1ccc(Cc2nnc(SCC(=O)Nc3ccc(C)cc3C)[nH]c2=O)cc1	0	-2	-1.7	-0.4	-2	0.0	0.0	0.1	-3	-1.2	0.6
CNc1ccc2ncc(-c3ccccc3NC(C)=O)n2n1	-6	-5	-0.8	-1.1	-3	-0.6	13	0.6	14	-3.7	·
CC(C)[C@H](NC(=O)c1cccc(CN(Cc2ccccc2)C(=O)c2ccccc2)c1)C(=O)O	-3	0	-0.5	-1.5	2	-1.7	0.8	-0.1	-4	-2.4	2.6
O=C1CCN(Cc2ccc(Cl)cc2Cl)C(=O)N1	0	0	-1.6	-1.0	2	-1.2	0.5	1.0	3	4.0	1.4
COc1cccc(-n2nc(C(=O)N3CCN(Cc4ccccc4)CC3)c3ccccc3c2=O)c1	0	8	-1.5	-1.8	3	-2.3	-0.2	1.0	1	-6.8	-0.6
CCOC(=O)[C@]12CCCC=C1N(Cc1ccco1)C(=O)[C@H](CC(=O)NCc1cccc(C(F)(F)F)c1)C2	-6	-1	0.3	-1.3	-2	-0.4	-0.1	·	-13	-2.2	·
CS(=O)(=O)c1ccc(CNC(=O)[C@]2(C(F)(F)F)C[C@H](CCc3ccccc3)CCCO2)cc1	-2	7	-0.6	-1.7	-6	-2.4	-0.1	0.3	-1	3.0	0.2
COc1ccc(N2CCN(C(=O)NCc3cccc(OC)c3)CC2)cc1	-3	4	-0.1	-1.4	2	-2.5	0.5	-0.7	3	-1.1	-0.3
Cc1ccc(C(=O)c2cccc(N)c2)cc1C	-8	2	-2.5	-3.8	0	-8.9	0.1	-14	10	-17	-3.5
Cc1cc(NC(=O)C(C)SCC(=O)N(C)Cc2c(F)cccc2Cl)no1 (stereo unspecified)	0	-2	0.1	-1.4	3	-2.1	0.2	-1.8	-3	1.5	-0.5
Nc1nc(-c2ccccc2)cc(N2CCCCC2)n1	0	1	-0.3	-0.4	-8	-0.2	-0.7	1.8	-5	-1.7	-0.7
O=C(Nc1ccc(C2=NCCN2)cc1)c1ccc(C(=O)Nc2ccc(C3=NCCN3)cc2)c([N+](=O)[O-])c1	-1	6	0.4	-1.2	18	-1.5	0.3	1.0	-10	1.6	1.4

Individual results from above:
In SMARCA2 activ, COc1ccccc1-n1c(SCC(=O)Nc2ccccc2C)nc(O)cc1=O is entered as 0
In ssDAF-12 act, C=CCN=C1NC(c2cccc(Cl)c2)C(C(=O)OC)=C(C)N1Cc1cccc(C(F)(F)F)c1 (stereo unspecified) is entered as -1.0
In hcDAF12 agonist, COC(=O)[C@H]1C[C@H]1[C@@H](NC(=O)c1cccnc1)c1ccccc1 is entered as -1.4

Screens from PubChem.
